# Source: PubChem
# Pf apPOL block = Pf-apPOL DNA polymerase inhibition. Recombinant Pf-apPOL, molecular beacon fluorescence, 1.5 h. inhibition, % at 10 µM. actives 0.25% (n = 210,000)
# mHTT CaM bind = disrupts binding of mutant huntingtin to calmodulin | AlphaScreen His-mHTT/GST-CaM binding, luminescence | inhibition, % at 15 µM | actives 3.6% (n = 190,000) | AID 1671202;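 also: 0% = both proteins with DMSO and 100% = one protein alone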
# Target sequence (P42858 whole entry, looked up, stated change not applied): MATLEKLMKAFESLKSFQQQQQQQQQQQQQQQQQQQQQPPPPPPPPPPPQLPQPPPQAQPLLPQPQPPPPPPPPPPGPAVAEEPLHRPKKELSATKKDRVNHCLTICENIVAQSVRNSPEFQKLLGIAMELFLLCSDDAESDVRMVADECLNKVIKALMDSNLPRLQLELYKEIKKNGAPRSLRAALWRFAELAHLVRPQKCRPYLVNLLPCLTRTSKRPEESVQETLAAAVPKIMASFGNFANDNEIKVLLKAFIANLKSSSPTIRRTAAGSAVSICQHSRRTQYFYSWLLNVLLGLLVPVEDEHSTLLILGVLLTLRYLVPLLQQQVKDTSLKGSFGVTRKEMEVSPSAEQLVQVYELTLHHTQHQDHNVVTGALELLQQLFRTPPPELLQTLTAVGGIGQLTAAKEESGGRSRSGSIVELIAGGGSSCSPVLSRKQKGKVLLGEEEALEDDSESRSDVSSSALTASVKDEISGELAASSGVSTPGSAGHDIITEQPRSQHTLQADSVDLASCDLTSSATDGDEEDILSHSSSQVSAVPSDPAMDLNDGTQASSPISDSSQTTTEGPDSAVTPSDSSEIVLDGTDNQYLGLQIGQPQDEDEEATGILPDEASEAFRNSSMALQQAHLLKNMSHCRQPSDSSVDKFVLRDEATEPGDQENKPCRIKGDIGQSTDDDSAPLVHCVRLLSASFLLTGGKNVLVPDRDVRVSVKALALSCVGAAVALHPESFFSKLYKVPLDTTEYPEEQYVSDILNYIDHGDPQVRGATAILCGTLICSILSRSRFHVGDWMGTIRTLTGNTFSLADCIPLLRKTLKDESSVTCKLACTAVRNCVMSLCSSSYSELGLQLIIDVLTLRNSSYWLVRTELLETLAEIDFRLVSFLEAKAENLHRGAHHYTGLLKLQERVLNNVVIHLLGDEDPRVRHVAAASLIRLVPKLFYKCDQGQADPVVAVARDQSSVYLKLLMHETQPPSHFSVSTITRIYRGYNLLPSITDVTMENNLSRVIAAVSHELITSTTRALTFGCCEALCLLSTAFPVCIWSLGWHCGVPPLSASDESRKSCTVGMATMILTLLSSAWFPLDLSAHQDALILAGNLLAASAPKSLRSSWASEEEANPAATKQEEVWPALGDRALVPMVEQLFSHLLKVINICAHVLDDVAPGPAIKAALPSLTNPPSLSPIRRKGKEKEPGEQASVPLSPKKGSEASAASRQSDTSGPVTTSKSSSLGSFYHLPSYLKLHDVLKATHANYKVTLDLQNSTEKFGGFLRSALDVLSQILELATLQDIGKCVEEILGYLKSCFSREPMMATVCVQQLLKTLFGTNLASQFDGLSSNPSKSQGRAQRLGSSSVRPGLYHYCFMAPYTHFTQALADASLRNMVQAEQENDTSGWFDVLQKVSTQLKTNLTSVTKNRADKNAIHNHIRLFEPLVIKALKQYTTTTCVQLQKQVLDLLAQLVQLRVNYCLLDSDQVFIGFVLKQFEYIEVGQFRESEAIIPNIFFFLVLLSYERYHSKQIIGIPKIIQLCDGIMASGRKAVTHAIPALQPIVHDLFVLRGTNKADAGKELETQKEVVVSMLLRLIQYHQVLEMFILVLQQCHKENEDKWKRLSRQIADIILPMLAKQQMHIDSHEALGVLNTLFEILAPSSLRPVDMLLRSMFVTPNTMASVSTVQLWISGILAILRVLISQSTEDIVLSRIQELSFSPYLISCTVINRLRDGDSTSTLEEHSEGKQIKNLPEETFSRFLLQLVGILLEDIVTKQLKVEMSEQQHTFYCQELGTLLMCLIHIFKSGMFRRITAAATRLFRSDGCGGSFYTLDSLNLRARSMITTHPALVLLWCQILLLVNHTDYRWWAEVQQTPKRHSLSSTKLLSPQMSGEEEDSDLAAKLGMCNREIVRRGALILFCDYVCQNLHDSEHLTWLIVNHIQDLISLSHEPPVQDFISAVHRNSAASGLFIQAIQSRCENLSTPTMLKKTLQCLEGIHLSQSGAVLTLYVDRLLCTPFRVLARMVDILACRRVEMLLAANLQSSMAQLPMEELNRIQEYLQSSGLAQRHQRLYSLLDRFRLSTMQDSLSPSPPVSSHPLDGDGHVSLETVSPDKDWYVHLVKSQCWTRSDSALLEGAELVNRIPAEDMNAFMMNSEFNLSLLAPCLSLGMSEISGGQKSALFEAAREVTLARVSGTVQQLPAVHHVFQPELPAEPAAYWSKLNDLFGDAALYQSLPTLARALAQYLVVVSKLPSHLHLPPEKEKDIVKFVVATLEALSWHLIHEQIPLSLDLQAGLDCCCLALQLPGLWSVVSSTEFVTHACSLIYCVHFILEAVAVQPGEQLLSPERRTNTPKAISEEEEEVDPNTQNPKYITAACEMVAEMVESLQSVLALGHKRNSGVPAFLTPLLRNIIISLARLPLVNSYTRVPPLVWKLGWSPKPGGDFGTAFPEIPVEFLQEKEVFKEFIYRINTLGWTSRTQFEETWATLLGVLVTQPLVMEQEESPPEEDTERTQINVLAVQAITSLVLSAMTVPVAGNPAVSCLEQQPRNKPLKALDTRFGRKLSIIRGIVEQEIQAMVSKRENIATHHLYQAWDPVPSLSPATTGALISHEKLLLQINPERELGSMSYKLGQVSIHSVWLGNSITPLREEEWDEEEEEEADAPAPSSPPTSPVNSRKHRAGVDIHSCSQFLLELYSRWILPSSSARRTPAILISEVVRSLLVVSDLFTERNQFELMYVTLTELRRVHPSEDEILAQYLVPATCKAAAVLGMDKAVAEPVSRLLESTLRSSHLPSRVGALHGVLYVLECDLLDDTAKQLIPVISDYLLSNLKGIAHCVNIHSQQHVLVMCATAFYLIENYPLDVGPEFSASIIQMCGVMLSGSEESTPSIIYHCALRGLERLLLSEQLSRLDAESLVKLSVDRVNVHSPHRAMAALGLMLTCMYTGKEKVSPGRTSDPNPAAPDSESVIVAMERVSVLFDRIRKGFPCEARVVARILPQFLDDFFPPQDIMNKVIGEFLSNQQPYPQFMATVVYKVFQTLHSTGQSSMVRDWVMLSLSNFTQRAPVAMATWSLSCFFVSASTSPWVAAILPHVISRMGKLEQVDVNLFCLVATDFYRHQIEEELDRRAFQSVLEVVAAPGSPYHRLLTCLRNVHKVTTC
# Numbers without * were called inactive; · = no result given; & = joins results of further samples; ! = not active in a repeat. Rule as the data show it: active = inhibition above about 50%; inactive = the rest.
# Every second line gives: Pf apPOL block, mHTT CaM bind
- CCCC(=O)Nc1c2c(nn1-c1ccc(OC)cc1)CS(=O)(=O)C2
→ 2, 6
- COc1cccc2c(NC(=O)c3ccccc3F)cc(C)nc12
→ 2, -3
- O=C(CCS(=O)(=O)Cc1ccc(Cl)cc1)NCc1ccccc1Cl
→ -16, -6
- O=C(NCc1ccc(F)cc1F)c1ccc(-c2cncnc2)nc1
→ 4, -4
- COCc1nnc(NC(=O)c2ccccc2F)s1
→ -1, -3
- CC(=O)N1CCc2cc(Br)cc(S(=O)(=O)NCCCN3CCC(C)CC3)c21
→ -1, 2
- COc1cccc(-c2nc(C3CCN(S(=O)(=O)c4ccc5c(c4)CCC5)CC3)no2)c1
→ 1, -5
- COc1ccc2nc(NC(=O)/C=C/c3ccccc3)sc2c1
→ 2, 20
- CCOc1cc(C=O)ccc1OCc1cccc([N+](=O)[O-])c1
→ 1, 2
- CCOc1ccc(S(=O)(=O)N2CCSC2c2ccccc2)cc1 (stereo not given)
→ 1, -39
- CCNC(=O)CN(c1cc(C(F)(F)F)ccc1Cl)S(=O)(=O)c1ccccc1
→ 0, 1
- CC1CC(C)CN(S(=O)(=O)c2ccc3[nH]cc(C(=O)NCc4ccccc4)c(=O)c3c2)C1 (stereo not given)
→ -13, 8
- O=C(NCc1ccc(F)cc1)c1ccc(CS(=O)(=O)Cc2ccccc2Cl)o1
→ -17, -2
- O=C(NCC1CCN(C(=O)COc2ccccc2)CC1)c1ccccc1Br
→ -2, 2
- Cc1oc(C2CCN(C(=O)Nc3cccc(Cl)c3)CC2)nc1C(=O)N(C)C
→ 3, -8
- COCCN(CCOC)C(=O)Cc1csc(NC(=O)Nc2ccc(Cl)cc2)n1
→ -6, -11
- CCCCN(CC)C(=O)c1cc(-c2ccccc2)nc2ccccc12
→ -8, -17
- CCOc1nccnc1N1CCC(NC(=O)CNC(C)=O)C1 (stereo not given)
→ -1, -9
- COc1cccc2cc(C(N)=O)c(=Nc3ccc(C(N)=O)cc3)oc12
→ 1, -18
- COc1cccc(NC(=O)N2CCN(C)c3ccccc32)c1
→ 0, 53*

# Every second line gives: Pf apPOL block, mHTT CaM bind
- O=C(Nc1nccs1)c1ccc(NC(=O)c2ccccc2-c2ccccc2C(=O)O)cc1
→ -1, 84*
- CN1CCN(C2C3CC4CC(C3)CC2C4)CC1 (stereo not given)
→ 2, -3
- CN(C)CCSc1ncccc1C(=O)N1CCC(Cc2ccccc2)CC1
→ 0, 36
- CC=Cc1ccc(OCC(O)CN2CCN(C)CC2)c(OC)c1 (stereo not given)
→ -7, -19
- O=C(CSc1nccc(C(F)(F)F)n1)c1ccc(Br)cc1
→ -11, ·
- COc1cc(/C=C2N=C(/C=C/c3ccc(Cl)cc3)OC\2=O)cc(OC)c1OC
→ -3, -3
- Cc1cc(N2CCN(C(=O)c3cc4ccccc4o3)CC2)ncn1
→ -4, -7
- Cc1oc(C2CCN(C(=O)CC3CCCCC3)CC2)nc1C(=O)N1CCCC1
→ 1, 24
- Cc1ccc(S(=O)(=O)Nc2ccc(NS(=O)(=O)c3ccc([N+](=O)[O-])cc3)cc2)cc1
→ -1, 4
- CCCCS(=O)(=O)N1CCC2(C1)Nc1cccnc1NC2=NC1CCCC1 (stereo not given)
→ 0, 10
- O=[N+]([O-])c1ccc(NCCNCCO)c(Cl)c1
→ 0, 3
- Cn1c(C2CCN(C(=O)Nc3cc(F)cc(F)c3)CC2)cc(=O)n2nccc12
→ -2, -9
- Cc1nn(Cc2ccccc2Cl)c(C)c1NC(=O)CCCn1nc(C)c([N+](=O)[O-])c1C
→ -1, 7
- CC1(C(=O)Nc2nc3ccccc3s2)CC1(Br)Br (stereo not given)
→ -1, -1
- CCC(C)Nc1nc(NCCOC23CC4CC(CC(C4)C2)C3)nc(OCC(F)(F)F)n1 (stereo not given)
→ -6, -8
- CCCCNS(=O)(=O)/C=C/c1ccc(OC)cc1CNC(=O)OC(C)(C)C
→ -2, -2
- Cc1noc(COC2CCN(C(=O)Cc3cccnc3)CC2)n1
→ -2, -1
- Cc1ccc(C(C)C)c(OCCCn2c(CO)nc3ccccc32)c1
→ -6, 65*
- CC(C)Oc1ccc(C(O)=C2C(=O)C(=O)N(Cc3cccnc3)C2c2cccs2)cc1 (stereo not given)
→ -6, 4
- O=C(NC1CCCCC1)C1CCN(S(=O)(=O)c2ccc(F)cc2)CC1
→ -10, 1

# One compound at a time (already shown).
# `CCCCNS(=O)(=O)/C=C/c1ccc(OC)cc1CNC(=O)OC(C)(C)C` is listed as Pf apPOL block: -2; mHTT CaM bind: -2
# `Cc1ccc(C(C)C)c(OCCCn2c(CO)nc3ccccc32)c1` is listed as Pf apPOL block: -6; mHTT CaM bind: 65*
# `Cc1ccc(S(=O)(=O)Nc2ccc(NS(=O)(=O)c3ccc([N+](=O)[O-])cc3)cc2)cc1` is listed as Pf apPOL block: -1; mHTT CaM bind: 4

# Continued:
# Every second line gives: Pf apPOL block, mHTT CaM bind
- CC(C)c1c(C2CCN(C(=O)c3ccccc3)CC2)noc1N
→ -3, -1
- CCOc1ccc(-c2csc(/C(C#N)=C/c3ccc(N(C)C)cc3)n2)cc1
→ 2, 1
- Cc1ccc(-c2nc(NCCO)c3ccccc3n2)cc1
→ 0&3, 2&0
- Cc1cccc(NC(=O)Cc2ccccc2)c1
→ -17, -6
- O=C1C(=Cc2cccc([N+](=O)[O-])c2)Oc2cc(OC(=O)C3CC3)ccc21
→ -11&-4, 2&-5
- CCC(=O)Nc1ccc(Cl)c(-c2nc3ncccc3o2)c1
→ -7, 32
- COc1cccc(CC(=O)N2CCc3c(c(-c4nc(C)no4)nn3C)C2)c1
→ 0, 6
- CN(C)CCSc1nc(O)c(-c2ccccc2)c(=O)n1-c1ccccc1
→ -7, -5
- O=[N+]([O-])c1ccc(OCC(O)CN2CCOCC2)cc1 (stereo not given)
→ -7&-6, -4
- CC1(C)OCC(C23OC(C)(C)C2(C2COC(C)(C)O2)O3)O1 (stereo not given)
→ ·, -5
- COc1ccc2c(CN(Cc3ccccc3)Cc3ccccc3)cc(=O)oc2c1
→ -3, -13
- CCCCCC1(C)NC(=S)N(c2ccc(Cl)cc2)N1 (stereo not given)
→ ·, -2
- CC(C)CC(=O)N1CCC(COc2ccccc2C(=O)N2CCOCC2)CC1
→ 16, -4
- CCN(CC)c1ccc(C=O)c(OC)c1
→ 1, -6
- O=S(=O)(CCc1ccccc1)NCC1(c2cccs2)CCOCC1
→ -1, -16
- CCOc1ccc(C(=O)N2CCC(n3cnc4ccc(C)cc43)CC2)cc1
→ -3, 77*
- O=C(Nc1ccccc1Cl)N1CCCC1c1cccc(F)c1 (stereo not given)
→ -6, -7
- COc1ccc(-c2nccc(C3CCCN(C(=O)c4cccs4)C3)n2)cc1 (stereo not given)
→ -5, 11
- Cc1sc2cc(C(=O)NC(C)C)[nH]c2c1CN1CCCCC1
→ -1, 0
- CCCc1noc(-c2ccc([N+](=O)[O-])cc2)n1
→ 0, 18

# Every second line gives: Pf apPOL block, mHTT CaM bind
- NC(=NOC(=O)Nc1cccc(C(F)(F)F)c1)C1CSCCS1 (stereo not given)
→ 4, ·
- Cn1c(C(=O)N2CCN(c3ccc(F)cc3)CC2)cc2c1CCN(Cc1ccccc1)C2
→ 3, 85*
- CCCc1cc2c(=O)c(-c3nc4ccccc4s3)c(CCCC(=O)O)oc2cc1O
→ 16, 3
- CCC(C)NC(=O)C1CCN(c2cc(C)c3cc(NC(C)=O)ccc3n2)CC1 (stereo not given)
→ 0, 2
- Cc1c(C(=O)NCc2ccc3c(c2)OCO3)oc2ccc(S(=O)(=O)N3CCOCC3)cc12
→ -8, 23
- Oc1oc(-c2ccc(Cl)cc2)nc1C=Nc1cccc(F)c1
→ -3, -6
- COc1cc(C2C3=C(CC(C)(C)CC3=O)Nc3ncnn32)ccc1OC(C)C (stereo not given)
→ -7, -14
- NCCNc1ccc([N+](=O)[O-])c(NCCO)c1
→ 2, 2
- CC(CC(=O)N1CCCCCC1)c1ccccc1 (stereo not given)
→ 7, -6
- COc1ccc(C2NC(C)(C(=O)O)C3C(=O)N(Cc4ccccc4)C(=O)C23)c(O)c1 (stereo not given)
→ -5, 0
- N#Cc1cccc(N2C=C(C(=O)N3CCCCC3)S(=O)(=O)c3ccccc32)c1
→ -3, -6
- CN1CCC(=O)N([C@H](COc2ccccc2)c2ccccc2)CC1
→ -11, 49
- O=C(c1ccco1)N1CCCn2nc(-c3cccs3)cc2C1
→ -9, 0
- CC12CCC(C(=O)N3CCC(C(=O)O)CC3)(CC1=O)C2(C)C (stereo not given)
→ -5, 1
- O=C(c1cc2ccccc2[nH]1)N1CCC(c2nnc(-c3ccc(F)cc3)o2)CC1
→ 2, -6
- CC1=C(C(=O)Nc2ccc(C)cc2C)C(c2ccccc2[N+](=O)[O-])n2ncnc2N1 (stereo not given)
→ 1, 25
- O=S1(=O)CCOC[C@H](c2ccccc2)N1Cc1cccc(F)c1
→ -2, -12
- CC(C)c1csc(-c2ccc(CNC(=O)C3CCCO3)cc2)n1 (stereo not given)
→ -3, 12
- OCCOCCNc1ncnc2c1c(-c1ccccc1)cn2-c1cccc(C(F)(F)F)c1
→ 0, 23
- O=C(NC1CC1)c1ccc(OCC2CCCN2C(=O)c2ccc(F)cc2Cl)cc1 (stereo not given)
→ 0, 1

# Every second line gives: Pf apPOL block, mHTT CaM bind
- Cc1cc(=O)[nH]c(Nc2nc3ccccc3s2)n1
→ -4, -7
- CC(C)(C)C1(C)OC(=O)C(=Cc2cccc(O)c2)C(=O)O1 (stereo not given)
→ -8, -3
- CN(C)S(=O)(=O)c1ccc(C(=O)N2CCC(Oc3nc4ccccc4s3)CC2)cc1
→ -8, -5
- O=C(NCC1CCN(C2CCCC2)CC1)C(=O)NC1CCCC1
→ 24, -1
- CC(C)C(=O)Nc1ccc(N2CCCCC2)cc1
→ -5, 0
- Cc1ccc2nc(C(=O)NCCN3CCCCCC3)cn2c1
→ 34, 50*
- CCCn1c(=O)c(N2CCN(C(=O)c3ccc(C)c(C)c3)CC2)nc2ccccc21
→ -3, 1
- COc1ccc(Cl)cc1N(C)C(=O)c1coc(=O)c2ccccc12
→ -2, 4
- COc1ccc(/C=C/C2=NC(=C/c3ccc(Cl)c(Cl)c3)/C(=O)O2)cc1
→ -4, 3
- Cc1c(C(=O)N(C)C)c(C)n(C)c1CCC(=O)N1CCN(c2ccc(F)cc2)CC1
→ 2, 37
- O=C(CNC(=O)Cn1cnc2ccccc2c1=O)NCc1ccccn1
→ 0, -8
- CCOC(=O)C(NC(=S)SC)C(=O)OCC
→ 3&-1, ·
- Cc1nn(S(=O)(=O)c2ccc(Cl)cc2)c(C)c1Sc1ncccn1
→ -10, ·
- COCCC1CCN(C(=O)Cc2cccnc2)CC1
→ -4, 1
- COc1cccc(-n2ccnc2SCC(=O)Nc2cccc(C(F)(F)F)c2)c1
→ -6, 37
- CCOc1ccccc1CNC(=O)c1ccc2c(c1)nc1n2CCCC1
→ 2, 12
- Cc1ccc(C(=O)N/C(=C\c2cccs2)C(=O)N2CCN(c3ccccn3)CC2)cc1C
→ -1, 47
- N#Cc1c(N)nc(SCC(=O)c2ccc(Br)cc2)c(C#N)c1-c1ccc(O)cc1
→ -1&-110, 78*!
- O=C(c1ccc2c(c1)OCO2)N1CCN(Cc2ccc3c(c2)OCO3)CC1
→ -6, -5
- O=C(Cc1ccc(Cl)cc1)NCC1(O)CCOCC1
→ -8, -15

# Every second line gives: Pf apPOL block, mHTT CaM bind
- Cc1cccc(NC(=O)N2CCc3[nH]cnc3C2c2ccncc2)c1 (stereo not given)
→ -1, -6
- CC(O)(CNC(=O)NCCCc1ccccc1)c1ccco1 (stereo not given)
→ -3, -18
- O=C(CCS(=O)(=O)c1ccccc1)Nc1ccccc1NC(=O)c1cccc(Cl)c1
→ -6, -6
- COc1cc(-n2cnc3cc(C(=O)NCc4ccc(C)cc4)ccc32)cc(OC)c1OC
→ 29, 30
- O=C(Nc1nnc(/C=C/c2ccccc2)s1)Nc1ccc(Cl)cc1Cl
→ -2, -2
- CCOC(=O)/C=C/c1ccc2c(c1)S(=O)(=O)N(Cc1ccc(OC)cc1)[C@H]2CC(=O)OCC
→ -5, -10
- O=C(c1ccccc1[N+](=O)[O-])N1CCN(c2cccc(Cl)c2)CC1
→ -10, 14
- O=C(Nc1ccc2c(c1)OCO2)c1oc(=O)c2ccccc2c1-c1ccccc1
→ -7, 13
- CN(C)S(=O)(=O)NCC1CC(=O)N(c2ccc(Cl)cc2)C1 (stereo not given)
→ -19, -10
- CSc1ccc(CCNC(=O)C2CCCN(C(=O)Cc3cccc4ccccc34)C2)cc1 (stereo not given)
→ 0, 7
- Cc1nc(C(=O)NCCN2CCCCC2)c(C)n1C1CCN(S(C)(=O)=O)CC1
→ -6, 3
- O=C(NCc1ccc(Cl)cc1)C1CCCN(c2nnc3ccccn23)C1 (stereo not given)
→ -6, -1
- O=S1(=O)N[C@@H](Cc2ccccc2)COc2cc(N3CCSCC3)ccc21
→ -46, 6
- COc1cccc(C2=COC3(CCCN(C(=O)C4CCCC4)C3)C2)c1 (stereo not given)
→ -3, -13
- CC(=O)NCc1csc(C2CCN(C(=O)CCc3ccccc3)CC2)n1
→ -2, 1
- COc1cc(NC(=O)c2ccc(Cl)c(Cl)c2)ccc1NC(=O)c1ccco1
→ -4, 14
- CC1(C)CC(=O)C2=C(C1)N(c1ccc(Br)cn1)C(N)=C(C#N)C2c1ccsc1 (stereo not given)
→ -4, 8
- Cn1nc(C(=O)NCc2ccc3c(c2)OCO3)c2c1CCN(C(=O)C1CCCCC1)C2
→ -12, 72*
- O=C(O)C1CC=CCC1Cc1ccccc1 (stereo not given)
→ -1, -2
- COc1cc(/C=C2/SC(=N)NC2=O)cc(Br)c1OCc1ccccc1
→ -5, 68*
- O=c1oc2ccccc2cc1-c1nc(-c2cccc(Cl)c2)cs1
→ -1, -7
- Cc1ccc(S(=O)(=O)N=C(CN2CCCCC2)N2CCOCC2)cc1
→ 4, -2

# Fetched by structure from the entries so far (4):
# Every second line gives: Pf apPOL block, mHTT CaM bind
- Cc1ccc(C(C)C)c(OCCCn2c(CO)nc3ccccc32)c1
→ -6, 65*
- O=C(O)C1CC=CCC1Cc1ccccc1 (stereo not given)
→ -1, -2
- CC(C)c1c(C2CCN(C(=O)c3ccccc3)CC2)noc1N
→ -3, -1
- Oc1oc(-c2ccc(Cl)cc2)nc1C=Nc1cccc(F)c1
→ -3, -6
